Screening data as filed in PubChem.
HePTP inhibitor: inhibitors of human HePTP phosphatase, primary screen, biochemical, absorbance, leukemia target | 0.64% of 110,000 active | recombinant HePTP phosphatase activity, OD absorbance | AID 521, 2006 | inhibition, % at 20 µM; in the data active = inhibition above about 50%;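 also: plate controls were vehicle for no effect and reference inhibitor for full effect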
Target sequence (P35236 whole entry, looked up): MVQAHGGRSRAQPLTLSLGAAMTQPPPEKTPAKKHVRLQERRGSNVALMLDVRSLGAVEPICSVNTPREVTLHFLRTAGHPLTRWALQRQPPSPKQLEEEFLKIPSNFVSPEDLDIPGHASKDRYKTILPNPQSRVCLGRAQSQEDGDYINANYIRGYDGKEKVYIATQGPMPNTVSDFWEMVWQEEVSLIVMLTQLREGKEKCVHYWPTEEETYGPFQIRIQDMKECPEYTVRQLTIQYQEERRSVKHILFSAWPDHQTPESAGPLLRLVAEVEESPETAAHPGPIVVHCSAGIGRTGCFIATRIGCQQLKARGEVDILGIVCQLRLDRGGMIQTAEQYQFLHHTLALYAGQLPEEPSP
BAP1 inh: inhibitors of BAP1 deubiquitinase, primary screen, biochemical, Ub-AMC fluorescence, kinetic. 0.48% of 72,000 active. activity remaining (% of control), % at 20 µM. recombinant BAP1, Ub-AMC hydrolysis fluorescence kinetic; hits give low values;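 active = activity remaining at or below 50% of control, provided the compound also passes the data quality filters; inactive = the rest, including low values that fail the filters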;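 also: 100% = DMSO wells rate and 0% = substrate alone blank rate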
Target sequence (Q92560 whole entry, looked up): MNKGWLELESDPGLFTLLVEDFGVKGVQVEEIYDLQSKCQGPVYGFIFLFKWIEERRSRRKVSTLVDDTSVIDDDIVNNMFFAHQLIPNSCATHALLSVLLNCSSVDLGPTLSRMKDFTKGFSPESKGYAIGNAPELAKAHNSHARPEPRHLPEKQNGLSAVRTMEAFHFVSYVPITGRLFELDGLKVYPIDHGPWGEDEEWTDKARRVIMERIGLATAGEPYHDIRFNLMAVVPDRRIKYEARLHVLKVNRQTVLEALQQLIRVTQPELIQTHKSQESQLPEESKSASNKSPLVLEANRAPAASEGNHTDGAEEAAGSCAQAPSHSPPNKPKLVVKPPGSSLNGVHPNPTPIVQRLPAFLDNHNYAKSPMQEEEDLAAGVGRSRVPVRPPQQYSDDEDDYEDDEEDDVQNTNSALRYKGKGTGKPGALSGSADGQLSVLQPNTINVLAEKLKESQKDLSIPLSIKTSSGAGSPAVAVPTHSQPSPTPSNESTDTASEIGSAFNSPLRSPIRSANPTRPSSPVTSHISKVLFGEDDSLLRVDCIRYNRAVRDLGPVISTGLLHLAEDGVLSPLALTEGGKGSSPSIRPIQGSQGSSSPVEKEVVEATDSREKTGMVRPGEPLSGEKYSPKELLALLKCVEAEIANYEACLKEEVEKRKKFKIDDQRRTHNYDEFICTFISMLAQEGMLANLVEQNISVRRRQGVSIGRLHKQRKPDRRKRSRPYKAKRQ
* marks the source's active call; other numbers are inactive results; . = not tested or not shown; & = joins results of further samples. Rows were taken by chance (roughly 0.83% active in at least one column).

Sample of the layout:
SMILES	HePTP inhibitor	BAP1 inh
COC(=O)C1=C(NC(=O)c2cccs2)CCS1	9	97
COc1ccc(C2CC(=O)c3cnc(NC(=O)c4ccccc4)nc3C2)cc1OC (centres undefined)	-8	106
O=C(NC1CCCC1)C(c1cccs1)N(C(=O)c1ccco1)c1ccc2c(c1)OCCO2 (centres undefined)	6	110
O=C(/C=C/c1ccc(F)cc1)Nc1nc(-c2ccccc2)cs1	10	.
Cc1cc(C)nc(N2CCC(C(=O)NCc3cccc(C(F)(F)F)c3)CC2)n1	9	118
COc1ccc(OC)c(C2C3=C(CCCC3=O)Nc3c2c(=O)n(C)c(=O)n3C)c1 (centres undefined)	-6	86
COc1cc(C2Nc3ccccc3NC3=C2C(=O)CC(c2ccc(Cl)cc2)C3)cc(Br)c1O (centres undefined)	7	78

All compounds of this part, from the start:
SMILES	HePTP inhibitor	BAP1 inh
COC(=O)C1=C(NC(=O)c2cccs2)CCS1	9	97
COc1ccc(C2CC(=O)c3cnc(NC(=O)c4ccccc4)nc3C2)cc1OC (centres undefined)	-8	106
O=C(NC1CCCC1)C(c1cccs1)N(C(=O)c1ccco1)c1ccc2c(c1)OCCO2 (centres undefined)	6	110
O=C(/C=C/c1ccc(F)cc1)Nc1nc(-c2ccccc2)cs1	10	.
Cc1cc(C)nc(N2CCC(C(=O)NCc3cccc(C(F)(F)F)c3)CC2)n1	9	118
COc1ccc(OC)c(C2C3=C(CCCC3=O)Nc3c2c(=O)n(C)c(=O)n3C)c1 (centres undefined)	-6	86
COc1cc(C2Nc3ccccc3NC3=C2C(=O)CC(c2ccc(Cl)cc2)C3)cc(Br)c1O (centres undefined)	7	78
CCOc1ccc(OCC)c(NC(=O)C2CCCN(S(=O)(=O)c3c(C)n[nH]c3C)C2)c1 (centres undefined)	4	102
O=C(O)c1ccccc1NC(=O)C12CC3CC(CC(C3)C1)C2	-13	.
CCSCCOC(=O)C1=C(C)NC(=O)NC1c1cccc(OC)c1OC (centres undefined)	4	97
CCC(=O)Nc1ccc(Cl)c(NC(=O)C(C)C)c1	14	114
CCOc1ccc2nc(SCC(=O)c3ccc(F)cc3)sc2c1	-3	.
COc1ccc(N(CC(=O)NCC(C)C)S(C)(=O)=O)c(OC)c1	-16	.
CCOc1ccc(NC(=O)c2ccc(I)cc2)cc1	4	.
O=C(Nc1ccc(NC(=O)c2ccc(Cl)cc2Cl)cc1)c1ccc(Cl)c(Cl)c1	1	.
CCC(C)NC(=O)C1CCN(C(=O)N(C)C)CC1 (centres undefined)	11	109
CN1c2ccccc2-c2ccccc2C12C=Cc1cc([N+](=O)[O-])ccc1O2 (centres undefined)	-9	.
Cc1nccn1CC(=O)O	2	103
c1ccc(-c2nn3c(C4COc5ccccc5O4)nnc3s2)cc1 (centres undefined)	6	70
COc1ccc(C(=O)CSc2nnc(Cc3ccccc3)o2)cc1	-2	103
CC(C)=NNc1nc2ccccc2s1	4	.
COC(=O)C1=C(C)NC(=O)NC1c1ccc(SC)cc1 (centres undefined)	3	70
CCOc1ccc(-c2nc(N)nc(C)c2-c2ccc(OC)c(OC)c2)c(O)c1	-1	100
Cc1c(NS(=O)(=O)CC23CCC(CC2=O)C3(C)C)c(=O)n(-c2ccccc2)n1C (centres undefined)	8	107
O=C(O)c1ccccc1C(=O)c1cccs1	10	54
Nc1nonc1-c1noc(COc2ccccc2Cl)n1	9	75
CS(=O)(=O)N(CC(=O)Nc1ccc(Oc2ccccc2)cc1)c1ccc(Br)cc1	-12	.
O=C1c2ccccc2NC(c2ccc(Br)cc2)N1Cc1ccco1 (centres undefined)	1	.
Cc1ccc(NCCC(=O)c2cccs2)cc1C	1	.
COc1cc(-c2cc(C(F)(F)F)n3ncc(C(=O)O)c3n2)cc(OC)c1OC	1	100
COCCOC(=O)C1=C(C)NC(C)=C(C(=O)OCCOC)C1c1ccc(-c2cccc(Br)c2)o1	-13	.
CCCC(=O)N=c1sc2cccc(F)c2n1C	0	93
COc1cc(OC)c(C(=O)CCC(=O)O)cc1OC	.	57
COc1cc(CN2CCN(S(C)(=O)=O)CC2)cc(OC)c1O	1	.
COc1ccc(C(=O)/C=C/Nc2ccccc2Br)cc1OC	-9	.
Cc1cccc(NC(=O)CN2CCOCC2)c1C	6	.
CCOc1ccc2[nH]c(=O)c(CN(Cc3ccco3)C(=O)c3ccc(Br)cc3)cc2c1	10	.
Cc1ccc2nc(-c3ccc(SCC(=O)Nc4cc(C)on4)nc3)[nH]c2c1	-6	135
CCCCOc1ccc(C(=O)Nn2cnnc2)cc1	-9	.
CC(C)C[C@H](N)c1nnc(S(=O)(=O)Cc2cccc(F)c2)o1	-8	101
CCCS(=O)(=O)N1CCCC(C(=O)N2CCN(C(=O)OCC)CC2)C1 (centres undefined)	2	120
O=C(Oc1ccc(-c2ccccc2)cc1)c1ccc([N+](=O)[O-])cc1	.	54
Cc1cc2cc(CCNC(=O)c3ccc(S(=O)(=O)N4CCOCC4)cc3)c(=O)[nH]c2cc1C	3	98
CCOC(=O)C1=C(C)N=c2s/c(=C\c3ccc(C(C)=O)cc3)c(=O)n2C1c1ccccc1 (centres undefined)	14	.
CSc1nc(-c2ccccc2O)nc(-c2ccccc2O)n1	-2	35*
CCCCOc1ccc(C2(C)CC(=O)NC2=O)cc1 (centres undefined)	4	96
CCN(CC)c1ccc(NC(=O)c2nc3nc(C)cc(C(F)F)n3n2)cc1	12	83
CC(=O)Cc1nsc(NC(=O)c2ccc(-c3ccc(Cl)c(C(F)(F)F)c3)o2)n1	5	93
O=C(CSc1ncccc1C(=O)O)NCCC1=CCCCC1	-1	102
Cc1cc(C)nc(NC(=O)c2ccc(F)cc2)c1	-7	.
COc1ccc(C2C3=C(CC(c4ccco4)CC3=O)Nc3ccccc3N2C(C)=O)cc1 (centres undefined)	-6	80
C=C(C)CSc1nc2c(c(=O)[nH]c(=O)n2C)n1CCC(C)C	4	94
O=[N+]([O-])c1ccc(N2CCN(S(=O)(=O)c3ccccc3)CC2)c(C(F)(F)F)c1	5	245
CCCc1cc(=O)[nH]c(SC(CC)C(=O)Nc2ccccc2C#N)n1 (centres undefined)	-12	97
Cc1cc(C(=O)COC(=O)CCc2nc3ccccc3s2)c(C)n1C	1	119
COC(=O)c1cccc(NC(=O)C23CC4CC(C2)CC(C(=O)Nc2cccc(C(=O)OC)c2)(C4)C3)c1	-1	.
CC1CCN(CCn2c(=S)[nH]c3ncccc3c2=O)CC1	-7	93
CC(c1ccccc1)C1NC(C(=O)O)CS1 (centres undefined)	5	100
COc1cc(-c2nc(N)c3c(=O)oc4ccccc4c3n2)cc(OC)c1OC	2	.
CC(C)n1c(C(O)c2ccc3c(c2)OCO3)nc2ccccc21 (centres undefined)	-4	96&84
Carrying on.
SMILES	HePTP inhibitor	BAP1 inh
Cc1noc(C)c1CSCC(=O)OCc1nc2ccccc2c(=O)n1CC#N	10	461
COC(=O)C(C)Sc1nc2c(c(=O)[nH]c(=O)n2C)n1CCC(C)C (centres undefined)	.	90
CCc1cc2c(=O)c(Oc3ccccc3)c(C)oc2cc1OC	.	173
O=C(O)c1cc(NS(=O)(=O)c2ccccc2)cc(C(=O)O)c1	2	.
CC(C)(Cc1ccc(O)cc1)NC(=O)Cc1ccccc1	-3	.
COc1ccc(-c2ccc[nH]2)cc1	.	152
CCc1ccc2oc(-c3cc(N)ccc3Cl)nc2c1	-2	82
CC1CCCCC1NC(=O)CC1Oc2ccccc2NC1=O (centres undefined)	-9	93
CCOCC(=O)Nc1nnc(SCCOC)s1	8	110
CCc1nc2oc3ccccc3c(=O)c2c(=O)n1Cc1ccccc1	3	89
CC(C)(C)NC(=O)CN(C(=O)CCN1CCCc2ccccc21)C(C)(C)C	3	97
O=C(Cc1ccccc1)Nc1ncc(Cc2ccc(Cl)c(Cl)c2)s1	-1	.
COc1ccc(OC)c(/C=C/C(=O)c2c(-c3ccccc3)c3cc(Cl)ccc3[nH]c2=O)c1	-8	.
O=C(N/C(=C/c1ccc(-c2cccc(C(F)(F)F)c2)o1)C(=O)N1CCOCC1)c1ccc(Cl)cc1	-1	.
CCOc1cc(C(=O)N2CCCC2)cc(OCC)c1OCC	-9&6	103
O=C1CC(N2CCCCCC2)C(=O)N1c1ccc2c(c1)OCO2 (centres undefined)	3	65
Cc1c(NC(=O)c2cccc3c2C(=O)c2ccccc2-3)c(=O)n(-c2ccccc2)n1C	-9	.
Cc1ncc(C[n+]2csc3ccccc32)c(N)n1	11	.
Cc1ccc(C2CC(C(F)(F)F)n3nc(C(=O)N4CCN(c5ccc(F)cc5)CC4)cc3N2)cc1 (centres undefined)	4	61
Cc1cc(C)c(C#N)c(SCSc2ccccc2)n1	.	82

Quoted at random: two compounds from above
SMILES	HePTP inhibitor	BAP1 inh
COc1ccc(-c2ccc[nH]2)cc1	.	152
CCOCC(=O)Nc1nnc(SCCOC)s1	8	110

New compounds follow.
SMILES	HePTP inhibitor	BAP1 inh
CC1CCCN(Cc2nc3c(c(=O)n(C)c(=O)n3C)n2Cc2c(F)cccc2Cl)C1 (centres undefined)	4	92
Cc1ccccc1C1CC(c2ccc(Br)cc2)Nc2nc(N)nn21 (centres undefined)	12	.
Cc1ccc(C(=O)NCc2ccncc2)cc1	-6	.
CCCOc1c(I)cc(C2C3=C(CC(C)(C)CC3=O)OC3=C2C(=O)CC(C)(C)C3)cc1OC	6	.
CC(=O)C(C(C)=O)C(SCc1ccccc1)c1ccccc1 (centres undefined)	-4	.
COc1ccc(-c2cn3c(C)c(C(=O)NCc4ccc5c(c4)OCO5)sc3n2)cc1	-12	64
Cc1cc(C)cc(OCC(=O)Nc2nonc2NC(=O)COc2cc(C)cc(C)c2)c1	4	.
Cc1ccc(C(=O)NC2CC3CCCC(C2)N3C(=O)NC2CCCCC2)cc1 (centres undefined)	-5	136
COc1ccc(Cc2cnc(NC(C)=O)s2)cc1	13	.
CC1CCCCN1C(=O)CSCC(=O)Nc1nc(-c2cccs2)cs1 (centres undefined)	-4	97
O=C(CN1C(=O)/C(=C\c2ccccc2F)SC1=S)Nc1ccccc1C(=O)O	-2	.
COc1ccc(NC(=O)c2ccncc2)c([N+](=O)[O-])c1	.	71
Cc1nn(-c2ccccc2)c(-c2ccccc2)c1C(=O)O	1	.
CCN(CC)c1ccc(Nc2cc(C)c(C#N)c3nc4ccccc4n23)cc1	.	115
CCCCN(C)C(=O)CS(=O)(=O)Cc1nc(-c2cccc(OC)c2)oc1C	8	95
CSc1ccccc1NC(=O)c1c(Br)cnn1C	3	82&69
Cn1cc(CC(=O)Nc2cccc(C#N)c2)c2ccccc21	0	113
COCCNC(=O)c1noc2c1CCc1cc(OC)ccc1-2	4	97
O=C1/C(=C/c2c(F)cccc2Cl)SC(=S)N1CCc1ccccc1	8	.
Cc1cccc(CSC2=NCCN2C(=O)c2ccc(Br)o2)c1	5	96

Profiles from above. Order of values: HePTP inhibitor, BAP1 inh
Shown for Cc1cc2cc(CCNC(=O)c3ccc(S(=O)(=O)N4CCOCC4)cc3)c(=O)[nH]c2cc1C = 3, 98
Shown for CC(C)(Cc1ccc(O)cc1)NC(=O)Cc1ccccc1 = -3, .

New compounds follow.
SMILES	HePTP inhibitor	BAP1 inh
CN(C(=O)c1ccccc1)C1(C)CCS(=O)(=O)C1 (centres undefined)	11	86
CCOC(=O)CSc1nnc(-c2cccs2)n1-c1ccccc1	8&-9	76
COc1cc(/C=N/NS(=O)(=O)c2ccc(C(C)(C)C)cc2)cc(OC)c1OC	10	.
C=CCn1c(SCC(=O)C(C)(C)C)nnc1-c1ccccn1	12	109
Cc1ccccc1NC(=O)c1ccc(S(=O)(=O)N2CCCCC2)cc1	.	59
COc1ccc(/C=C2\N=C(c3cccc(OC)c3)OC2=O)cc1	-14	.
CCN1CCN(c2ccc(NC(=O)c3ccc4c(c3)OCO4)cc2)CC1	2	89
O=C(CSc1nc2ccccc2c(=O)n1CC1CCCCC1)N1CCOCC1	0	118
Cc1nc2ccccc2n1C(=O)c1ccco1	5	.
CCCC(=O)Nc1ccc(C(=O)O)cc1NC(=O)CCC	10	94
O=C(NCc1ccco1)c1nn2c(c1Br)NC(c1cccs1)CC2C(F)(F)F (centres undefined)	3	.
CN(c1ccccc1C(=O)N1CCN(c2cccc(Cl)c2)CC1)S(C)(=O)=O	0	86
COCCOC(=O)C1=C(C)NC(=O)N(C(C)=O)C1c1ccc(Cl)cc1 (centres undefined)	4	110
CCCOc1ccc(C(=O)NCc2ccco2)cc1	7	96
COc1cccc(-c2nc3sc(C)c(C)c3c(=O)[nH]2)c1	-14	.
Cc1ccc(-n2cnnn2)c2cccnc12	8	80
CC(=O)N=C1SC2CS(=O)(=O)CC2N1c1cccc(Cl)c1Cl (centres undefined)	2	111
COCCCn1c(SCC(=O)NC(C)C)nnc1-c1ccccc1	12	106
COc1cccc(C=Nc2ccc(S(=O)(=O)Nc3ccccn3)cc2)c1O	.	130
CCOc1ccccc1N(C(C)=O)S(=O)(=O)c1ccc(Cl)cc1	-1	.

Copied from the entries so far, two compounds:
SMILES	HePTP inhibitor	BAP1 inh
COc1cccc(C=Nc2ccc(S(=O)(=O)Nc3ccccn3)cc2)c1O	.	130
CCOc1ccccc1N(C(C)=O)S(=O)(=O)c1ccc(Cl)cc1	-1	.

More entries:
SMILES	HePTP inhibitor	BAP1 inh
COc1ccc2c(c1)CCc1c(C(=O)NCc3ccc(F)cc3)noc1-2	6	89
COc1ccc(OC)c(NS(=O)(=O)c2c(C)cc(C)cc2C)c1	3	.
Cc1cccc(-n2c(=O)cc(N3CCN(c4ccc(F)cc4)CC3)[nH]c2=O)c1	-3	101
O=C1CCCN1CCCN=Cc1c(O)[nH]c(=O)[nH]c1=O	-12	.
O=C(Cn1cc2c(n1)CCCC2)NCc1cccc(Cl)c1	0	85
O=C(Nc1ccccc1O)c1cc(I)ccc1Cl	4	.
COc1cccc(NC(=O)CNC(=O)c2ccc(F)cc2)c1	-5	68
